# RNase H inhibition = RNase H inhibition, HIV 1 Gag Pol polyprotein, FRET biochemical assay, screening (AID 372); inhibition, % at 10 µM; hits with a dose series show IC50 in µM; actives 0.77% (n = 100,000); HIV-1 RT RNase H, FRET RNA/DNA substrate fluorescence; higher % means a stronger effect; in the data active = inhibition above about 50%
# Numbers without * were called inactive.
SMILES,RNase H inhibition
C/C(=N/NC(=O)CNc1ccccc1C)c1ccc2ccccc2c1,4%
Cc1ccc(C(=O)NCC2CCCO2)cc1[N+](=O)[O-] (stereo not drawn),0%
O=C(NNC(=O)c1ccc(Cl)c([N+](=O)[O-])c1)c1cccc(Cl)c1,0%
NS(=O)(=O)c1ccc(NC(=O)c2ccccc2I)cc1,10%
COc1ccc(/C=C(\C#N)c2ccc(Cl)cc2)c(OC)c1,35%
Nc1ccc(C(=O)c2ccccc2)cc1[N+](=O)[O-],13%
Cc1ccccc1NCC(=O)N/N=C\c1cc([N+](=O)[O-])cc(Br)c1O,0%
Cc1ccc2nc(/C(C#N)=C/c3ccc(-c4ccc5c(c4)COC5=O)o3)[nH]c2c1,7%
CCOc1ccccc1C(=O)NCCCC(=O)O,6%
Fc1c(F)c(F)c(-c2c(F)c(F)c(N3CCOCC3)c(F)c2F)c(F)c1F,0%
CCCCCOC(=O)C1=C(C)NC(=S)NC1c1ccccc1 (stereo not drawn),13%
CCOc1ccccc1OCCOCCOc1ccc(Br)cc1,14%
CN1CCN(C(=O)NC23CC4CC(CC(C4)C2)C3)CC1,0%
CC(=O)NC1=NC(=O)/C(=C\c2ccc(-c3ccccc3C(=O)O)o2)S1,0%
CCn1c(O)c(N=NC(=O)/C(=C\c2ccc3c(c2)OCO3)NC(=O)c2ccccc2)c2ccccc21,9%
c1ccc(-c2cc(-c3ccccc3)[nH]n2)cc1,18%
O=C(CSc1ncccn1)N/N=C/c1ccc(F)cc1,10%
O=C(NCC1(c2ccccc2)CCOCC1)C1(c2ccccc2)CCOCC1,8%
O=C(Nc1ccc(Cl)c(Cl)c1)ON=C(c1ccccc1)c1ccccc1,20%
CCc1ccccc1NC1=C(Cl)C(=O)N(c2ccc(C)cc2C)C1=O,7%
COc1cc(/C=C2\SC(=S)N(c3ccc([N+](=O)[O-])cc3)C2=O)ccc1O,13%
C(=C\CSc1cccc2cccnc12)/CSc1cccc2cccnc12,14%
O=C1c2ccc3c4c(ccc(c24)C(=O)N1/N=C/c1ccco1)CC3,3%
COc1ccc(-n2nc3cc(C)c(NC(=O)c4cc(Cl)c(OC)c(Cl)c4)cc3n2)cc1,22%
CCOc1ccc(/C=C2\SC(=S)N(CCC(=O)Nc3ccccn3)C2=O)cc1,25%
CCOC(=O)c1c(-c2ccc(C(C)C)cc2)csc1N,27%
Cc1ccc(NCCCC(=O)N/N=C/c2cccs2)cc1,12%
O=C(c1cnn2c(C(F)(F)F)cc(-c3ccco3)nc12)N1CCN(C(c2ccccc2)c2ccccc2)CC1,1%
COc1ccc(NC(=O)c2ccc(I)cc2)cc1Cl,21%
COc1ccc(NS(=O)(=O)c2cc3c(c([N+](=O)[O-])c2)-c2c(cc(S(=O)(=O)Nc4ccc(OC)cc4)cc2[N+](=O)[O-])C3=O)cc1,13%
Cc1cccc(C(=O)Nc2ccccc2C(F)(F)F)c1,15%
CSc1ccc(C=C2C(=O)N(C)C(=S)N(C)C2=O)cc1,2%
Cc1ccc(C(O)(c2ccccc2)c2nc3ccccc3n2C(C)C)cc1 (stereo not drawn),13%
CCCCOc1ccc(-c2cc(C(=O)O)c3ccccc3n2)cc1,0%
CCOc1ccccc1C(=O)Nc1ccc(C)cc1Br,2%
Cc1cccc(/C=C2\C(=O)NC(=O)N(c3ccc(Br)cc3)C2=O)c1,13%
COc1cc(C=C2C(=O)NC(=O)NC2=O)ccc1OS(=O)(=O)c1ccc([N+](=O)[O-])cc1,17%
Cc1nnc(N/N=C/c2c(O)ccc3ccccc23)n1N,5%
Cc1ccccc1NC(=O)C(=O)NCCN1CCNCC1,0%
CC(=O)N1CCN(CCN=CC2=C(O)CC(c3ccc(C)cc3)CC2=O)CC1 (stereo not drawn),10%
NC(=O)NC(c1ccccc1)c1ccccc1,16%
CCCOc1ccc2c(oc(=O)c3ccccc32)c1C,2%
Cc1ccc(Nc2nc(Nc3cccc([N+](=O)[O-])c3)nc(SC(=S)N3CCOCC3)n2)cc1,45%
O=[N+]([O-])c1c(N2CCCC2)ncnc1N1CCCC1,6%
O=C(CSCc1ccc(Br)cc1)Nc1ccc(I)cc1,13%
O=c1cnnc(N/N=C/c2ccccc2[N+](=O)[O-])[nH]1,3%
C/C(=N\NC(=O)c1cc(C2CC2)[nH]n1)c1ccc([N+](=O)[O-])cc1,11%
Cc1c(NC(=O)CSc2ccc(Cl)cc2)c(=O)n(-c2ccccc2)n1C,0%
COC(=O)C1=C(C)N=C2SCCC(=O)N2C1c1ccc(C(C)C)cc1 (stereo not drawn),15%
Cc1ccc(C(=O)N/C(=C\c2ccccc2F)c2nc(=S)[nH][nH]2)cc1,1%
CN1C(=O)/C(=C/c2nc3ccccc3c(=O)[nH]2)c2cc(Br)ccc21,12%
COc1ccccc1N1C(=O)c2ccc(C(=O)Nc3ccc(Br)cc3)cc2C1=O,2%
Cc1ccc(S(=O)(=O)N(CC(=O)Nc2ccccc2C(F)(F)F)c2ccc(C(C)C)cc2)cc1,22%
CC1(C)CC(=O)C(C(C2=C(O)CC(C)(C)CC2=O)c2ccc(OCc3ccccc3)cc2)C(=O)C1 (stereo not drawn),8%
Cc1c(Cl)cccc1-n1ncnc1-c1ccccc1Cl,18%
Cc1nn(C(=O)CCN2C(=O)c3ccccc3C2=O)c(C)c1Br,13%
Cc1cccc(OCC(=O)Nc2ccc(-c3nc4ncccc4o3)cc2)c1,12%
CCOc1ccc(N(CC(=O)NCC(C)C)S(=O)(=O)c2ccc(SC)cc2)cc1,7%
CCC(CC)C(=O)O/N=C(\N)c1ccccc1,0%
O=C1N=c2ccc(Br)cc2=C1c1[nH]c(=S)n(-c2ccccc2)c1O,14%
# Other structures.
SMILES,RNase H inhibition
COc1cc(Br)c(/C=C2\C(=O)N(c3cccc(C(=O)O)c3)N=C2C)cc1OC,16%
CCOC(=O)C(=N/O)/C(C)=N/NC(=O)CC#N,10%
O=C(O)CSc1nnc2c(n1)[nH]c1ccccc12,2%
CCN(CC)S(=O)(=O)c1ccc(NC(=O)c2ccc(Br)o2)cc1,3%
N#CC1=C(N=Cc2ccccc2)c2ccccc2CC12CCCCC2,0%
CC(=O)Nc1ccc(NC(=O)c2ccc(N3C(=O)c4ccc(C(=O)Nc5ccc(NC(C)=O)cc5)cc4C3=O)cc2)cc1,40%
O=S(=O)(NC(c1cccs1)C(Cl)(Cl)Cl)c1ccc(Cl)cc1 (stereo not drawn),14%
CC(C)N1C(=O)/C(=C/C=C/c2ccc([N+](=O)[O-])cc2)SC1=S,7%
C=CCNC(=O)C(=O)Nc1cc(OC)ccc1OC,0%
CC(=O)Nc1ccc(C2C(C#N)=C(N)OC3=C2C(=O)CCC3)cc1 (stereo not drawn),0%
Cc1ccc(N2C(=O)NC(=O)/C(=C\c3ccsc3)C2=O)cc1,19%
C=CCSc1nc(O)c(CC)c(=O)n1-c1ccccc1,15%
Cc1cn(C(=O)C(C)N2C(=O)c3ccccc3C2=O)c(C)n1 (stereo not drawn),53%*
COc1cc(/C=C2\C(=O)NC(=S)N(c3ccc(Cl)cc3)C2=O)cc([N+](=O)[O-])c1O,0%
CCOC(=O)C1=C(C)OC(N)=C(C#N)C1c1cc(Br)c(O)c(OC)c1 (stereo not drawn),4%
CCC(C)(C)C(=O)Nc1cc([N+](=O)[O-])ccc1F,23%
COc1cccc(C(=O)Nc2ccccc2Cl)c1,8%
COc1ccc(/C=C2/C=C(c3ccc(OC)c(OC)c3)OC2=O)cc1OC,5%
CCOc1ccc(NC(=O)CC2S/C(=N\N=C(/C)c3cccc(NC(C)=O)c3)NC2=O)cc1 (stereo not drawn),18%
CCOC(=O)C1=C(C)N=c2s/c(=C\c3ccccc3OCc3ccccc3Cl)c(=O)n2C1c1ccccc1 (stereo not drawn),4%
CN(C)c1ccc(/C=C2\SC(=S)N(c3cccc(C(=O)O)c3)C2=O)cc1,30%
CCCC(=O)N1CCN(c2ccc(C(C)=O)cc2F)CC1,3%
COC(=O)c1cc(NC(=O)c2c(-c3ccccc3Cl)noc2C)cc(C(=O)OC)c1,9%
CCN1C(=O)/C(=C/c2cn(CCOc3cc(C)ccc3C)c3ccccc23)SC1=S,13%
COc1ccc(C(=O)N2N=C(c3ccc(Br)cc3)CC2(O)C(F)(F)F)cc1 (stereo not drawn),17%
CC(=O)C1=C(O)C(=O)N(c2nc3ccccc3s2)C1c1cccc(F)c1 (stereo not drawn),12%
CCCCN(CCCC)C(=O)c1ccccc1NC(=O)CN1C(=O)c2ccccc2C1=O,12%
N#C/C(=C\c1ccc(-c2ccccc2[N+](=O)[O-])o1)C(=O)Nc1cccc(Br)c1,10%
Cc1ccc2[nH]c3c(cc(O)c4c(=O)c5ccccc5c(=O)c43)oc2c1,7%
O=C(Oc1ccccc1C(=O)N1CCOCC1)c1ccccc1,0%
Cc1ccc(NC(=O)CN=C2NC(C)(C)Cc3ccccc32)cc1,2%
CN(C)C(=O)Nc1ccc(Cl)c(Cl)c1,0%
Nn1c(Nc2ccccc2)nc2ccccc21,4%
Nc1ccc2nc(SCC(=O)NCCOc3ccc(Cl)cc3)sc2c1,6%
COc1ccc(CNc2ccc3cn[nH]c3c2)c(OC)c1OC,0%
CCCC1CCc2c(sc(NC(=O)/C=C/c3ccc(C(C)C)cc3)c2C(N)=O)C1 (stereo not drawn),13%
N#Cc1ccc(/C=N\NC(=O)C(O)(c2ccccc2)c2ccccc2)cc1,10%
C/C=C/c1ccc(OCCCCOc2cc(C)cc(C)c2)c(OC)c1,14%
O=C1NCC(c2ccccc2)C1C(=O)N/N=C\c1cc(O)c(Br)cc1Br (stereo not drawn),1%
COc1cc(C=O)ccc1OCCCCOc1ccccc1Cl,27%

# Some of the entries above in a different format.
structure | RNase H inhibition
COC(=O)c1cc(NC(=O)c2c(-c3ccccc3Cl)noc2C)cc(C(=O)OC)c1 | 9%
CCN1C(=O)/C(=C/c2cn(CCOc3cc(C)ccc3C)c3ccccc23)SC1=S | 13%
COc1ccc(C(=O)N2N=C(c3ccc(Br)cc3)CC2(O)C(F)(F)F)cc1 (stereo not drawn) | 17%

# The list goes on:
SMILES,RNase H inhibition
Cc1cccc(C(=O)Nc2cccc(-c3nc4cc(Cl)ccc4o3)c2C)c1,32%
Cc1ccc2[nH]c(=O)nc(-c3ccccc3)c2c1,25%
Cc1ccc(NC2CC(C)N(C(=O)c3cccc(F)c3)c3cc(C)ccc32)cc1 (stereo not drawn),27%
Cc1cccc(NC(=O)c2c(Cl)cccc2Cl)n1,4%
CC(=O)Nc1cccc(-c2nc3ccccc3o2)c1,3%
CCN(CC)c1ccc(/C=C2/SC(=S)N(CN3CCOCC3)C2=O)cc1,28%
CCOc1cccc(C(=O)NC(=S)Nc2cc3nn(-c4ccc(OC)cc4)nc3cc2C)c1,39%
COCCN1C(=O)/C(=C\c2ccco2)SC1=S,9%
COc1cc(OC)c(OC)cc1CN1CCN(C(=O)c2ccc(-c3ccccc3)cc2)CC1,11%
Cc1c(C(=O)Nc2cc(C(=O)O)cc(C(=O)O)c2)cccc1[N+](=O)[O-],8%
O=C(/C=C/c1cc2c(cc1Br)OCO2)c1cccs1,19%
O=c1[nH]c(/C=C/c2cccc(Br)c2)nc(O)c1[N+](=O)[O-],5%
CC1=NN(C(=O)c2cccc(Cl)c2)C(O)(c2cccnc2)C1 (stereo not drawn),8%
Cc1ccc(S(=O)(=O)N(CC(=O)Nc2ccccc2F)c2cccc(Cl)c2)cc1,8%
CCCn1c(=O)c(C(=O)NC(C)c2ccccc2)c(O)c2ccccc21 (stereo not drawn),36%
COC(=O)CN1C(=O)/C(=C\c2ccc(Cl)cc2)SC1=S,0%
c1ccc(CN2CCC(N3CCN(C4CCC(c5ccccc5)CC4)CC3)CC2)cc1 (stereo not drawn),14%
COc1ccc(/C=N/n2c(C)nnc2C)c(OC)c1,6%
CC1(C)CC(=O)C2=C(C1)OC(N)=C(C#N)C2c1ccc([N+](=O)[O-])cc1 (stereo not drawn),6%
CCOc1ccc2oc(C)c(C(=O)OC(C)C)c2c1,0%
O=C(NC(=S)Nc1ccc2oc(-c3ccc(F)cc3)nc2c1)c1ccc(Cl)cc1,0%
CCOc1ccccc1OCCCCOc1ccc(C)cc1Br,16%
O=C(OCCN=C1NS(=O)(=O)c2ccccc21)c1ccc(Br)cc1,10%
CCOc1ccc(S(=O)(=O)N(CC(=O)N2CCc3ccccc3C2)c2ccc(C)cc2)cc1,11%
CCOc1ccc(NC(=O)c2ccccc2C)cc1,9%
Cc1ccc(C(=O)Nc2ccc(I)cc2Cl)cc1[N+](=O)[O-],0%
COc1ccc(NC2=CC(c3ccccc3F)N(c3ccc(OC)cc3)C2=O)cc1 (stereo not drawn),15%
O=C(O)CCCC(=O)Nc1ccc(C(=O)O)cc1,4%
O=C(c1ccccc1)N1CCN(c2ncnc3c2cnn3Cc2ccc(Cl)cc2Cl)CC1,10%

# Structural class, the entries above with bromine (19)
SMILES,RNase H inhibition
Cc1ccccc1NCC(=O)N/N=C\c1cc([N+](=O)[O-])cc(Br)c1O,0%
CCOc1ccccc1OCCOCCOc1ccc(Br)cc1,14%
CCOc1ccccc1C(=O)Nc1ccc(C)cc1Br,2%
Cc1cccc(/C=C2\C(=O)NC(=O)N(c3ccc(Br)cc3)C2=O)c1,13%
O=C(CSCc1ccc(Br)cc1)Nc1ccc(I)cc1,13%
CN1C(=O)/C(=C/c2nc3ccccc3c(=O)[nH]2)c2cc(Br)ccc21,12%
COc1ccccc1N1C(=O)c2ccc(C(=O)Nc3ccc(Br)cc3)cc2C1=O,2%
Cc1nn(C(=O)CCN2C(=O)c3ccccc3C2=O)c(C)c1Br,13%
O=C1N=c2ccc(Br)cc2=C1c1[nH]c(=S)n(-c2ccccc2)c1O,14%
COc1cc(Br)c(/C=C2\C(=O)N(c3cccc(C(=O)O)c3)N=C2C)cc1OC,16%
CCN(CC)S(=O)(=O)c1ccc(NC(=O)c2ccc(Br)o2)cc1,3%
CCOC(=O)C1=C(C)OC(N)=C(C#N)C1c1cc(Br)c(O)c(OC)c1 (stereo not drawn),4%
COc1ccc(C(=O)N2N=C(c3ccc(Br)cc3)CC2(O)C(F)(F)F)cc1 (stereo not drawn),17%
N#C/C(=C\c1ccc(-c2ccccc2[N+](=O)[O-])o1)C(=O)Nc1cccc(Br)c1,10%
O=C1NCC(c2ccccc2)C1C(=O)N/N=C\c1cc(O)c(Br)cc1Br (stereo not drawn),1%
O=C(/C=C/c1cc2c(cc1Br)OCO2)c1cccs1,19%
O=c1[nH]c(/C=C/c2cccc(Br)c2)nc(O)c1[N+](=O)[O-],5%
CCOc1ccccc1OCCCCOc1ccc(C)cc1Br,16%
O=C(OCCN=C1NS(=O)(=O)c2ccccc21)c1ccc(Br)cc1,10%

# Some of the compounds tested (hit frequency here may not be typical).
